# Screening data deposited in PubChem by several laboratories.
# hcDAF12 agonist = H. contortus DAF-12 nuclear receptor activators, primary screen, cell-based, luminescence, HEK293, lit1-tk-luc reporter | activation, % at 6.8 µM | HEK293 hcDAF-12 lit1-tk-luc reporter; 0% DMSO, 100% Δ7-dafachronic acid | 370,000 compounds, 1.4% hits;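 active means activation above the mean of all tested compounds plus 3 SD, cut at about 5.5% in these data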;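 further: 100% = response to 3 µM Δ7-dafachronic acid high control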
# SMARCA2 act = SMARCA2 (BRM) function activators, primary screen, cell-based, luminescence, high throughput | MG213 cells, MMTV-luciferase reporter, dexamethasone, overnight | activation, % at 9.1 µM | 370,000 compounds, 1% hits | AID 652017, 2013; in the data active means activation above about 7.8%;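 further: 0% = vehicle wells and 100% = reference activator wells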
# PLC-beta3 inh = human PLC-beta3 inhibitors, primary screen, biochemical, fluorescence | 1-phosphatidylinositol 4,5-bisphosphate phosphodiesterase beta-3 (Homo sapiens), Q01970 | Purified PLC-beta3, fluorogenic substrate | 370,000 compounds, 0.18% hits | inhibition, % at 12.2 µM; in the data active means inhibition above about 11%;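 further: 0% = median of compound wells on plate and 100% = full blocker control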
# Target sequence (Q01970 whole entry, looked up): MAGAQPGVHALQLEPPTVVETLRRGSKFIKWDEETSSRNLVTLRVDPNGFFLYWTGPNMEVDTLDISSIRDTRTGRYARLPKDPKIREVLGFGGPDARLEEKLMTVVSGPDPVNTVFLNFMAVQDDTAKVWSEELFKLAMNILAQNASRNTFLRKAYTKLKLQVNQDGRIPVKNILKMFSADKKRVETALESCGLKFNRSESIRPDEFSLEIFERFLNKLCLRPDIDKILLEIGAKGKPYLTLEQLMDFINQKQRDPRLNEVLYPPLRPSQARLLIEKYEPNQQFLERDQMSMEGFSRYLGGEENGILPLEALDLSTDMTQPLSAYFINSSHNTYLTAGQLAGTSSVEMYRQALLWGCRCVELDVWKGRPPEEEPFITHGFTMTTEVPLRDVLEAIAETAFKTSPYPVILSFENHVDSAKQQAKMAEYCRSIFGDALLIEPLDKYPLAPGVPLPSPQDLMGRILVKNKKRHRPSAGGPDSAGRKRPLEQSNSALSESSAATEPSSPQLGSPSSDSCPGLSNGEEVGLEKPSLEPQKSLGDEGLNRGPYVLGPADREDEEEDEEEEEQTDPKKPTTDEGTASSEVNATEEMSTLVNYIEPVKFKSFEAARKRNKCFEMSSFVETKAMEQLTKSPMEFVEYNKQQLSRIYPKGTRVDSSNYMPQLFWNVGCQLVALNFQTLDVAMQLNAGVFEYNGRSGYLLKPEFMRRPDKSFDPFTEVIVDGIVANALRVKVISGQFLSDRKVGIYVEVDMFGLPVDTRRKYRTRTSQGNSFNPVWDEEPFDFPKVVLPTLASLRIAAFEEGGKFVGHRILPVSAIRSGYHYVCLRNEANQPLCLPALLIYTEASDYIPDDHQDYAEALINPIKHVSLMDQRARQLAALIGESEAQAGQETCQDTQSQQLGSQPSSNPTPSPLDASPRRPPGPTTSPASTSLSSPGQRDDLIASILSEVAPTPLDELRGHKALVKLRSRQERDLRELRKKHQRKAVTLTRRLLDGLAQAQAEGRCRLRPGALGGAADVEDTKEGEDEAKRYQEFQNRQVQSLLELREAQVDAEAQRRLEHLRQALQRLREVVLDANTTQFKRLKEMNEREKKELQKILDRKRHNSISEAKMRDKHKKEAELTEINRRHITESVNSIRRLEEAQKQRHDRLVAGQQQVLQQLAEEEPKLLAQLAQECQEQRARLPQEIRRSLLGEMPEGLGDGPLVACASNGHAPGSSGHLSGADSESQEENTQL
# FXN GAA850 act = FXN promoter activators, primary screen, cell-based, luciferase luminescence, HEK293 lucGAA850; activation, % at 6 µM; HEK293 lucGAA850 FXN promoter luciferase reporter, 24 h; percent of 10 µM SAHA response; 360,000 compounds, 0.56% hits;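 active means activation above the average of all compounds screened plus 3 SD, cutoff fixed separately per campaign, cut at about 7.5% in these data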;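 further: 0% = DMSO wells and 100% = 10 µM SAHA wells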
# hgDAF12 agonist = H. glycines DAF-12 receptor agonists, primary screen, cell-based, luminescence, HEK293, GAL4 fusion, UAS-luciferase; Nuclear hormone receptor DAF-12 (Heterodera glycines), GAL4 fusion; HEK293 GAL4-hgDAF12 UAS-luciferase reporter, agonist luminescence; normalized to butyrate control; activation, % at 6.8 µM; 370,000 compounds, 1.8% hits; AID 687014, 2013;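 active means activation above a cutoff set at the mean of all screened compounds plus 3 SD, cut at about 10% in these data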;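 further: 0% = DMSO wells and 100% = sodium butyrate wells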
# ssDAF-12 act = S. stercoralis DAF-12 nuclear receptor activators, primary screen, cell-based, luminescence, HEK293, GRIP1 co-expression, lit1-tk-luc; Nuclear hormone receptor DAF-12 (Strongyloides stercoralis); HEK293 ssDAF-12/GRIP1 lit1-tk-luc reporter; % of 3 µM dafachronic acid response; activation, % at 6.8 µM; 370,000 compounds, 1% hits;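 active means activation above the mean over all tested compounds plus 3 SD, cut at about 0.9% in these data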;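 further: 0% = DMSO-only wells and 100% = 3 µM delta7-dafachronic acid wells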
# DAX1 inh-1 = DAX1 (NR0B1) inhibitors on StAR promoter, primary screen, cell-based, luminescence, SF-1 (NR5A1), full-length DAX-1. inhibition, % at 6.8 µM. 370,000 compounds, 1.1% hits. HEK293T StAR-luciferase reporter, SF-1/DAX-1 repression relief. AID 652010, 2013;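 active means inhibition above the mean over all tested compounds plus 3 SD, cut at about 3.6% in these data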;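 further: 0% = DAX-1 cells with DMSO and 100% = cells lacking DAX-1 with DMSO; higher inhibition means more luminescence from relief of DAX-1 repression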
# PG9 Ab binder = binders of HIV-1 gp120 antibody PG9, primary screen, biochemical, TR-FRET | TR-FRET gp120-PG9 antibody binding | 360,000 compounds, 0.43% hits | AID 624416, 2012 | inhibition, % at 6.7 µM; in the data active means inhibition above about 8.5%
# DAX1 inh-2 = DAX1 (NR0B1) inhibitors, primary screen, cell-based, HEK293, Gal4-DAX1, luciferase luminescence; HEK293 Gal4-DAX1 luciferase reporter; AID 504766, 2011; 340,000 compounds, 0.99% hits; inhibition, % at 6.75 µM;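 active means inhibition above the mean over all tested compounds plus 3 SD, cut at about 4.2% in these data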;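 further: 0% = DAX1-transfected cells with DMSO and 100% = empty-vector control cells with DMSO; inhibition shows as a rise in luminescence from relieved DAX1 repression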
# sPLA2-III inh = human group III sPLA2 inhibitors, primary screen, biochemical, QFRET, BODIPY PC-A2 liposome substrate; Group 3 secretory phospholipase A2 (Homo sapiens), Q9NZ20; 370,000 compounds, 0.56% hits; AID 743126, 2013; QFRET BODIPY PC-A2 liposome hydrolysis, fluorescence; inhibition, % at 12.2 µM;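 active means inhibition above mean plus 3 SD of compounds lying within the high and low control bounds, cut at about 19% in these data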;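 further: 0% = median of test compound wells and 100% = no enzyme DMSO wells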
# NR1D1 modulator = modulators of Rev-erb alpha DNA binding, primary screen, biochemical, FITC-DNA, fluorescence polarization, uHTS. Nuclear receptor subfamily 1 group D member 1 (Homo sapiens), P20393. Rev-erbα–FITC-DNA binding, 90 min. activity, % at 10 µM. 370,000 compounds, 0.79% hits. AID 1259318, 2017;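 active means activity above about 14%, limit read from the data; passing the limit was not always enough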;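 further: 0% = DMSO wells with 35 nM protein and 100% = DMSO wells with 750 nM protein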
# Starred values were filed as active, the others as inactive; i = inactive; . = no result given; & = joins results of further samples.
# Second line of a record – PLC-beta3 inh	ssDAF-12 act	PG9 Ab binder	DAX1 inh-2	DAX1 inh-1	hgDAF12 agonist	NR1D1 modulator	FXN GAA850 act	SMARCA2 act	sPLA2-III inh	hcDAF12 agonist
O=C(c1ccc(Cl)c(Cl)c1)N1CCC(=O)N(C(COCc2ccccc2)Cc2ccccc2)CC1 (stereo unspecified)
  0	-1.5	-0.2	-0.1	0.1	-2.0	3	3.0	0	-16	-2.6
CCC(C)(C)NC(=O)C(c1ccc(OC)cc1)N(Cc1ccco1)C(=O)CCC(=O)Nc1cc(C)on1 (stereo unspecified)
  0	-1.2	0.7	-1.9	-0.5	-0.9	3	0.9	-1	-2	-0.9
CC(CC(=O)C1C(C)C=CCC1(C)C)NNC(N)=O (stereo unspecified)
  2	-1.2	0.1	-1.1	0.8	-3.1	3	0.0	-3	-3	-1.5
COc1ccccc1N1C(=O)CC(Sc2ncccc2C(=O)O)C1=O (stereo unspecified)
  1	-1.4	-0.1	-0.4	0.2	-0.7	-1	0.4	1	6	-1.4
CS(=O)(=O)N1CCCC(C(=O)Nc2ccccc2)C1 (stereo unspecified)
  -3	0.4	-0.6	-0.3	0.1	-1.5	3	0.7	-2	16	-0.3
CC(C)OC(=O)CSc1nc(N)c(C#N)c(-c2cccs2)c1C#N
  -25	-1.9	1.6	-2.7	-2.6	-5.7	11	0.9	-5	-6	-2.7
CC1=C(c2ccccc2)C(=S)NC(C)(C)C1
  -7	-0.4	-1.5	1.5	-0.1	-1.6	-9	-2.5	2	9	0.5
CCc1nc2ccccc2c(C(=O)OC2CCCCC2=O)c1C (stereo unspecified)
  -3	-2.1	-1.9	-0.1	0.3	-2.2	-2	2.6	1	-4	0.8
OC(c1ccc(Cl)c(Cl)c1)c1ncc(-c2ccccc2C(F)(F)F)[nH]1 (stereo unspecified)
  2	-1.1	3.0	.	-1.6	-1.3	2	-0.5	-4	4	-1.6
NNC(=O)c1cc(NS(=O)(=O)c2cccs2)cc(NS(=O)(=O)c2cccs2)c1
  -8	-1.1	-2.3	0.2	0.5	-1.6	-6	2.0	1	-10	0.3
CC1CCC2(CC1)NC(=O)N(CC(=O)Nc1ccc(C(N)=O)cc1)C2=O (stereo unspecified)
  -11	-1.2	-0.2	0.4	-0.1	1.3	4	1.1	0	4	-0.2
CCCC(=O)Nc1nc(-c2ccc3c(c2)OCCO3)cs1
  4	-0.5	-1.1	3.1	5.6*	14*	0	3.0	6	-2	3.8
CCC/C=C/c1ccc(CN2C(CC(C)C)C(=O)N(Cc3cn(CC4CCCCC4)nn3)CCS2(=O)=O)cc1 (stereo unspecified)
  6	-1.4	0.7	0.3	-1.9	4.4	-4	6.6	2	-15	-1.3
CCOc1ccc(CCNC(=O)c2nnn(CC(=O)Nc3ccc(OC)c(OC)c3)c2N)cc1OCC
  -5	-1.5	-2.1	-0.1	-3.5	-1.5	-2	-2.8	0	-13	-2.0
CCn1ncc(C2=NOC(C(=O)Nc3c(C)n(C)n(-c4ccccc4)c3=O)C2)c1C (stereo unspecified)
  3	-0.8	0.1	-0.8	0.0	0.6	-5	0.4	-1	-1	-1.2
COc1cnc(-c2ccccn2)nc1Oc1ccc(F)cc1F
  -2	-0.8	-2.0	-0.2	0.1	2.7	4	1.1	-1	8	-1.7
CC(C)(C)N=C1NC(=NC(C)(C)C)c2ccccc21
  -24	-1.0	-0.8	-2.0	-0.5	-0.8	1	4.1	-3	-1	-2.8
O=[N+]([O-])c1cc2oc3c(c2c(C=NCc2ccccc2)c1O)CCCC3
  -17	-1.9	-0.7	-0.8	-0.2	1.2	-3	0.4	0	12	5.3
CC1CCN(C(=O)CSc2nc(N)c(NC(=O)c3ccccc3)c(=O)[nH]2)CC1
  -2	-0.6	-1.6	-0.1	-0.3	-2.2	-9	0.0	-1	3	0.7
COc1ccc2cc(OCC(=O)NNC(=O)Nc3ccc(C(C)=O)cc3)ccc2c1
  -16	-0.1	0.7	0.1	1.4	2.4	8	2.4	2	-3	-0.8
CCOC(=O)N1CCN(C(=O)C2CCN(C(=O)c3cc4sccc4n3CC)CC2)CC1
  2	-1.1	-2.7	-0.9	-0.7	-0.6	3	0.2	0	0	-0.6
CCOc1cccc(/C=C/c2ccc3cccc(O)c3n2)c1OC
  -37	-0.5	-2.5	1.4	0.0	9.9	-1	5.5	14*	6	3.4
Cc1ccc(-c2nnn(CC(=O)N(CC3CCCO3)C(C(=O)NCC3CCCO3)c3ccc(F)cc3)n2)o1 (stereo unspecified)
  3	-0.8	0.6	2.2	-0.5	-1.2	-11	0.1	0	1	-2.7
Cc1ccc2c(CSc3nnc(N)s3)cc(=O)oc2c1
  0	-0.5	3.1	0.3	0.4	1.8	8	3.9	3	-23	0.3
CC1(C)C(=O)Nc2ccccc2N1C(=O)COC(=O)c1cc([N+](=O)[O-])ccc1N
  0	-1.5	-0.5	-1.5	0.5	-1.4	5	3.1	-1	-3	-1.2
CCCCNc1c(-c2cccc(Sc3ccc(OC)cc3)c2)nc2ccccn12
  i	-1.9	0.9	-1.1	0.0	-3.6	0	-1.3	3	-11	-3.3
CCCc1ccc(C(C)NC(=S)NC2CCCCC2)cc1 (stereo unspecified)
  -4	-1.2	-1.2	0.6	-3.6	0.9	6	-0.8	0	10	-2.8
COc1ccccc1CNc1nc2cc(-c3ccc(OC)c(OC)c3)sc2c(=O)n1C
  -28	-2.5	1.8	.	-3.4	-5.8	-4	-5.2	-1	-31	-2.4
CNC(=O)[C@@H]1CC=C[C@@H]2CCN(c3ccccc3)C(=O)[C@@H]21
  2	-1.0	.	.	.	6.5	-1	.	.	0	0.3
CCN(CC)CCn1c2c(c(SCC(=O)Nc3nccs3)nc1=O)CCCC2
  -6	-1.1	2.5	0.0	0.2	-0.8	3	0.8	-1	4	-0.9
CC(=O)Nc1ccc(C(F)(F)F)cc1Cl
  -7	-1.8	-0.1	0.6	-0.5	-2.5	0	0.5	-4	12	0.4
Cc1cc(C)c(C(=O)OCC(=O)NCc2cccs2)c(C)c1
  1	-1.1	0.4	-0.7	0.2	-1.4	1	1.4	2	-2	-0.6
Cc1cc[n+](CC[n+]2ccc(C)cc2)cc1
  -8	-1.2	0.9	-0.5	-0.7	-1.4	-2	0.8	1	-1	-1.4
COC(=O)C1CC(c2c(OC)cc(OC)cc2OC)=NO1 (stereo unspecified)
  1	-1.5	-0.8	0.9	-0.6	1.2	0	2.2	1	5	-1.3
CC1CCC(C(C)C)C(OC(=O)Cn2c(-c3ccccc3)[n+](C)c3ccccc32)C1 (stereo unspecified)
  2&5	-2.5&-2.3	-0.7&0.1	-5.1&-4.2	-4.0&-4.2	-13&-13	0&1	-10&-13	-5&-5	-12&1	-5.1&-5.0
Cn1c(CCNC(=O)c2ccc(Cl)c(Cl)c2)nnc1SCc1ccc(Cl)c(Cl)c1
  5	-1.2	-3.1	0.0	0.1	1.9	0	-1.7	-2	3	-1.2
N#CCCN(C(=O)COC(=O)CCNS(=O)(=O)c1ccccc1)c1ccccc1
  -2	-1.3	-2.2	0.2	0.3	0.9	-1	0.9	5	-4	1.3
Cc1cccc(OCC(=O)NNS(=O)(=O)c2ccccc2F)c1
  -6	-0.9	-0.3	-0.4	-0.4	-1.3	-2	-1.4	-2	-8	1.4
CCC(=O)N1CCc2cc(S(=O)(=O)NC(C(=O)NCc3ccc(C)cc3)C(C)C)ccc21 (stereo unspecified)
  0	-0.8	1.0	1.1	0.1	0.8	-5	1.3	-2	-5	-1.2
O=c1ccc(S(=O)(=O)N2CCCC2)cn1Cc1nc(-c2ccccc2)no1
  -3	-1.7	-0.1	-0.3	-0.9	-2.6	2	0.8	0	-7	1.8
O=C(CC1(O)C(=O)Nc2ccccc21)c1ccc2c(c1)OCO2 (stereo unspecified)
  -2	-0.9	1.0	0.0	0.3	0.8	0	-0.1	0	-2	0.2
CCCc1nc2c(sc3nc4c(cc32)COC(C)(C)C4)c(=O)o1
  -11	-1.2	0.2	3.1	-0.3	-0.9	-1	-0.7	-3	-5	-0.8
O=C(NNC(=O)c1ccccc1O)c1ccc(Cl)c(S(=O)(=O)N2CCc3ccccc32)c1
  -26	-0.7	0.2	-2.7	-6.6	-7.0	-1	-2.2	-4	8	0.2
CCN(c1ccccc1)S(=O)(=O)c1nnc(NC(=O)C(C)C)s1
  0	-0.8	-0.5	-0.1	-0.3	2.7	-1	1.0	-4	7	0.2
O=C1c2ccccc2C(=O)N1Cc1cc(Cl)c(O)c([N+](=O)[O-])c1
  -5	0.0	-1.2	1.6	-0.1	-1.3	4	-1.1	-1	1	-0.7
Cc1c(C(=O)N2CCCC2)c(S(=O)(=O)NCCc2ccccc2)c(C)n1C
  -2	-0.5	-2.1	0.0	0.0	2.4	2	-0.6	-2	9	0.4
CC1(c2ccc(Cl)cc2)NC(=O)N(CC(=O)N2CCc3ccccc32)C1=O (stereo unspecified)
  0	-1.1	-0.3	-0.1	0.7	-1.6	7	-0.2	-2	-1	-1.1
COc1c(C)cc(Br)cc1C(=O)Nc1ccccc1C
  -3	-1.5	-1.7	0.0	-0.7	-3.0	.	1.8	-2	-1	-1.1
OCC1CCCN(C(=S)NCCc2ccccc2)C1 (stereo unspecified)
  3	-0.1	1.1	1.3	1.8	7.9	7	4.2	-1	10	2.9
CN(C)CCNC(=O)c1ccc(Cl)s1
  0	-0.8	0.4	0.6	-0.7	-1.1	0	-3.3	0	-3	-0.2

# 3 structures out of the list, ordered by heavy-atom count, falling:
# Second line of a record – PLC-beta3 inh	ssDAF-12 act	PG9 Ab binder	DAX1 inh-2	DAX1 inh-1	hgDAF12 agonist	NR1D1 modulator	FXN GAA850 act	SMARCA2 act	sPLA2-III inh	hcDAF12 agonist
O=c1ccc(S(=O)(=O)N2CCCC2)cn1Cc1nc(-c2ccccc2)no1
  -3	-1.7	-0.1	-0.3	-0.9	-2.6	2	0.8	0	-7	1.8
O=C(CC1(O)C(=O)Nc2ccccc21)c1ccc2c(c1)OCO2 (stereo unspecified)
  -2	-0.9	1.0	0.0	0.3	0.8	0	-0.1	0	-2	0.2
CC(=O)Nc1ccc(C(F)(F)F)cc1Cl
  -7	-1.8	-0.1	0.6	-0.5	-2.5	0	0.5	-4	12	0.4
